Compound activity from PubChem.
JMJD2E inh: JMJD2E (human) inhibition; B2RXH2; JMJD2E catalytic domain, FDH-coupled NADH fluorescence (FDH is formaldehyde dehydrogenase); Potency, µM (series often up to 57.1 µM), inactives show at the highest dose activity change, negative = inhibition, usual class: inhibitors; 1.6% of 230,000 active; AID 2147; active means well fitted inhibition curve with a large enough effect, not every such curve was filed as active; inconclusive means small, poorly fitted or top-dose-only effect, or another doubt; inactive means no such curve, though single readings can be large or run the other way;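 further: 0% = wells with enzyme and -100% = buffer wells without enzyme; nearly all actives have a fitted effect of over 50% in size; many of its hits are not listed in these tables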
Target sequence (B2RXH2 1-337 limits assumed): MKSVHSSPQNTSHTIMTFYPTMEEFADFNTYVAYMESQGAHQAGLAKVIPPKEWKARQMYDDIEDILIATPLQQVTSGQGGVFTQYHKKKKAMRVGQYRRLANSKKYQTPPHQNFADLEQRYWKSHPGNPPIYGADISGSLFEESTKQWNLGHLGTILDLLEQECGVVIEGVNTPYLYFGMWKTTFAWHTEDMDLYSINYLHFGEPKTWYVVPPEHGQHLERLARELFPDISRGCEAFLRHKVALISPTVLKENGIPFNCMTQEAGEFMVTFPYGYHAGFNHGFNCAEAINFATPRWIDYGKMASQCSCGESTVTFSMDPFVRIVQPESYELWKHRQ
KinaseGlo FLuc: counter-screen: inhibitors of Kinase-Glo firefly luciferase. Kinase-Glo luciferase, ATP luminescence, 8 min. Q27757. 0.28% of 200,000 active. Potency, µM (titrated, usually from 38.3 µM), for the others: at the top dose activity change, negative = inhibition, actives largely listed as inhibitors; further: on the % scale 0 is the no-effect control and ±100 the full control effect; nearly all actives have a fitted effect of over 60% in size
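Inhibition of Kinase-Glo luciferase light generation was assessed at 10 uM ATP in pH 7.2 imidazole buffer, with luminescence measured after eight minutes at ambient temperature.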
Tau ThT inhib: tau fibrillization inhibition (ThT binding); AID 1460; 2.1% of 270,000 active; recombinant tau K18 P301L (four-repeat tau fragment), heparin-induced fibrillization, ThT fluorescence; P10636; Potency, µM (highest dose often 57.4 µM), for the others: at the highest dose activity, negative = inhibition, usual class: inhibitors; further: on the % scale 0 is the no-effect control and ±100 the full control effect; nearly all actives have a fitted effect of over 55% in size
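Heparin-induced (20 uM) aggregation of recombinant human K18 P301L tau, 15 uM unlabeled with 0.24 uM labeled, pH 7 acetate buffer, 6 hr at 37 C with compound. Fibrils quantified by 30 uM ThT fluorescence after 1 hr ambient incubation.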
L3MBTL1 block: blocks human L3MBTL1. AlphaScreen L3MBTL1–H3K9me1 peptide binding. 0.66% of 230,000 active. Potency, µM (titrated, usually from 57.1 µM), inactives show top-dose activity, negative = inhibition, hits mostly inhibitors. Q9Y468; further: on the % scale 0 is the no-effect control and ±100 the full control effect; nearly all actives have a fitted effect of over 60% in size
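Displacement of a biotinylated histone H3(1-15) peptide monomethylated at Lys9 (75 nM) from L3MBTL1 (50 nM) was measured by AlphaScreen after a 30 min room-temperature compound incubation; cefsulodin titration served as intraplate control.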
ALDH1A1 block: ALDH1A1 (human) enzyme inhibition. P00352. Purified ALDH1A1, NADH fluorescence, propionaldehyde substrate. Potency, µM (doses to about 75.3 µM), inactives show at the top dose activity, negative = inhibition, hits mostly inhibitors. 7.3% of 220,000 active; active means well fitted inhibition curve with a large enough effect, not every such curve was filed as active; inconclusive means small, poorly fitted or top-dose-only effect, or another doubt; inactive means no such curve, though single readings can be large or run the other way;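 further: plate controls were no enzyme wells and a reference inhibitor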
LMNA splice mod: LMNA splicing modulation. 0.01% of 200,000 active. Potency, µM (doses to about 46.1 µM), inactives show top-dose ratio change, negative = inhibition, usual class: inhibitors. HeLa LMNA splicing GFP/RFP minigene ratio, 48 h. AID 1487; active means well fitted inhibition curve with a large enough effect in the signal ratio, with a control signal flat, not every such curve was filed as active; inconclusive means small, poorly fitted or top-dose-only effect, or effect the other way, or a change in a side signal; the % refers to the signal ratio; further: on the % scale 0 is the no-effect control and ±100 the full control effect
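S3 HeLa cells stably expressing lamin A-EGFP splicing minigene plus DsRed2, 600 cells/well, 48 h compound exposure at 37C. Laser-scanning cytometry; analysed as GFP (500-530 nm)/RFP (575-640 nm) total intensity ratio; 0.5% DMSO vehicle.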
RECQ1 inh: blocks DNA unwinding by human RECQ1 | 0.54% of 240,000 active | Potency, µM (series often up to 57.3 µM), for inactives: at the top dose activity, negative = inhibition, hits mostly inhibitors | P46063 | RECQ1 DNA unwinding, red fluorescence kinetic read;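 further: plate controls were vehicle for no effect and no enzyme for full effect; nearly all actives have a fitted effect of over 30% in size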
Target sequence (P46063 whole entry, looked up): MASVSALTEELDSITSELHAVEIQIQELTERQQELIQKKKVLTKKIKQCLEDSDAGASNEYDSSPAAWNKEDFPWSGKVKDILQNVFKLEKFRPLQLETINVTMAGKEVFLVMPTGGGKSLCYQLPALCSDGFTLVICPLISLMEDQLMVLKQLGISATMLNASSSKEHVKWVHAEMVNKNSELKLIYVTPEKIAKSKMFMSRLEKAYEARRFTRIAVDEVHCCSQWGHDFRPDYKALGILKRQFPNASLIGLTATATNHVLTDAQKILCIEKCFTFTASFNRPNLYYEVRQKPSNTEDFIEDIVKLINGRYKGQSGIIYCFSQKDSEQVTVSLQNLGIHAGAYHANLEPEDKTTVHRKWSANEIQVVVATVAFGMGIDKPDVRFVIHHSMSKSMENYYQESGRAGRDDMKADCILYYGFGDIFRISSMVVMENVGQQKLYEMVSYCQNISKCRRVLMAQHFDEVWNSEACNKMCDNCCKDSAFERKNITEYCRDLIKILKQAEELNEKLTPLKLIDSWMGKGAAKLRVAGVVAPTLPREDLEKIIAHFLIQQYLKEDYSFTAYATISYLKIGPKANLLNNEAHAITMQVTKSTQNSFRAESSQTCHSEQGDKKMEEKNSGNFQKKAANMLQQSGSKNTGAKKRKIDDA
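50 nM RECQ1T1 preincubated 15 min with compound in Tris pH 8.0 buffer with MgCl2, DTT, Tween-20 and 2.5 ug/ml poly(dI-dC); started with 200 nM TAMRA/BHQ-2 forked duplex and 2 mM ATP. Unwinding read as fluorescence (525/598 nm), two reads 2 h apart.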
SMN2 splice enh: increases expression of the SMN2 splice variant; HEK293 SMN2-luciferase splicing reporter, luminescence, 30-36 h; Potency, µM (highest dose often 46.1 µM), inactives show top-dose activity change, positive = activation, actives largely listed as activators; 2.8% of 210,000 active; further: % of control where 0% means no effect; nearly all actives have a fitted effect of over 55% in size
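HEK293 cells carry an SMN2 minigene-luciferase reporter in which exon 7 inclusion puts luciferase in frame. Cells were seeded at 2000 cells/well, attached for 10-12 hours, then exposed to compounds for 30-36 hours at 37C before ONE-Glo luminescence.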
Numbers without * were called inactive; i = inactive; ? = inconclusive; . = not tested or not shown; & = joins results of further samples; [ ] = dose if it differs, or a comment. Unless noted, the call rests on the fitted dose curve; in most records, active means well fitted curve in the direction sought with a large enough effect; inconclusive means small, poorly fitted or top-dose-only effect, or another doubt; inactive means no such curve, though single readings can be large; an effect the other way counts as inactive or inconclusive. Potency means the concentration at half of the fitted maximal effect. This is a subset (hit frequency here may not be typical).

SMILES	JMJD2E inh	KinaseGlo FLuc	Tau ThT inhib	L3MBTL1 block	ALDH1A1 block	LMNA splice mod	RECQ1 inh	SMN2 splice enh
COC(=O)[C@@H]1C[C@@]2(O)[C@@H](O)[C@@H](O)[C@@H](O)C[C@H]2N1Cc1ccc(C(C)(C)C)cc1	?	-3%	3%	.	?	.	-1%	-19%
Cc1ccnc(N2CCN(C(=O)CSc3nc4ccccc4nc3N3CCCCC3)CC2)c1	?	-1%	-17%	15%[11.4 µM]	?	?	-18%	-57%[inhibitor]
N#Cc1c(N)n(C2CCCCC2)c2nc3ccccc3nc12	?	.	-4%	9%	?	22%	-3%	.
CC(C)c1ccccc1NC(=S)NC1CCN(Cc2ccccc2)CC1	-3%	-2%	1%	1%	-4%	-6%	-8%	-15%
Cc1ccsc1C(=O)OCC(=O)Nc1cccc(S(=O)(=O)NC2=NCCCCC2)c1	-5%	-1%	-3%	-1%	?	.	-3%	-1%
Cc1ccc(S(=O)(=O)N2CCCN(S(=O)(=O)C3CCS(=O)(=O)C3)CC2)cc1 (stereo not given)	3%	0%	-2%	5%[11.4 µM]	-6%	-10%	2%	-27%
COC(=O)C1CCN(C(=O)Nc2ccc(OC)cc2)CC1	5%	0%	-8%	3%	3%	2%	i	2%
C=CCn1c(Cc2cccs2)nnc1SCC(=O)c1ccc(F)cc1	-2%	-2%	-7%	1%	?	?	-6%	-40%
C=C(C)CN1CCN(c2ccc(N3C(=O)CCCC3=O)cc2[N+](=O)[O-])CC1	-3%	5%	-4%	11%	-11%	-11%[46 µM]	-2%	1%
CCCC[C@@H]1C[C@H]1C(NC(=O)c1cccnc1)c1ccc(Cl)cc1 (stereo not given in full)	-21%	-3%	?	.	-46%	.	3%	-78%[inhibitor]
Cc1ccc2[nH]c(=O)c(CN(CCCO)S(=O)(=O)c3cccc4nsnc34)cc2c1	0%	3%	-18%	3%	?	1%	-40%	-16%
O=C(CSc1nc2ccccc2c(=O)n1-c1ccc(F)cc1)Nc1cc(S(=O)(=O)N2CCOCC2)ccc1Cl	-6%	-1%	7%	-2%	9%	-8%	-1%	-8%
CC(=O)OC1CC2C(C)(C)C(=O)C3OC3[C@]2(C)C2CC[C@@]3(C)C(c4ccoc4)OC(=O)C4OC43[C@]12C (stereo not given in full)	2%	-6%	-7%	.	-3%	.	-5%	-50%[inhibitor]
COc1ccc(CCNC(=O)/C(C#N)=C2\N=C(NC(=O)c3ccco3)c3ccccc32)cc1	-2%	.	?	-5%	.	.	0%	.
O=C(NCCN1CCOCC1)Nc1ccc(Cl)cc1	0%	1%	11%	24%	-2%	8%	14%	7.1µM*
O=C1NC(=S)N/C1=C/C=C/c1ccccc1	-2%	-1%	-12%	-6%	17%	.	11%	20%
O=C(COc1ccc(S(=O)(=O)N2CCCC2)cc1Cl)NCc1ccco1	11%	-1%	-2%	.	?	-2%	0%	7%
CCCCn1nnc(NC(=O)CCC)n1	12%	-1%	-7%	.	8%	9%	-5%	-6%
COCCNc1ncnc2ccc(-c3ccccc3CN(C)C)cc12	-14%	0%	2%	.	2%	2%	-18%	5%
CCOC(=O)C1CCC(CNCc2ccc(Cl)cc2)CC1 (stereo not given)	-10%	2%	6%	4%	4%	-2%	-2%	-19%
Cc1ccc2c(c1)CC[C@H]1CC(=O)CC[C@@]21C	-3%	1%	-2%	.	?	.	-4%	-5%
O=C(Nc1nc2c(s1)CN(Cc1ccccc1)CC2)C1CCCC1	?	-3%	?	0%	?	.	-8%	20%
CCOC(=O)Cc1csc(NC(=O)Cn2cnc3c2c(=O)n(C)c(=O)n3C)n1	-4%	-1%	-10%	7%	3%	.	1%	.
Cc1ccc(CC2SC(N)=NC2=O)cc1 (stereo not given)	-8%	-2%	1%	-3%	-3%	.	0%	.
N#Cc1c(/N=C/N2CCOCC2)sc2c1CCCCC2	4%	5%	?	-7%	14µM*	2%	-8%	11µM*
Cc1ccc(C)c2[nH]c(=O)c(CCNC(=O)c3ccc(S(=O)(=O)N(C)C)cc3)cc12	-11%	-1%	-17%	9%	22µM*	-1%	-9%	?
Cc1nnsc1NC(=O)OCc1ccc(Cl)cc1Cl	-3%	-5%	-20%	4%	12%	3%	-5%	-10%
Cn1cc(CC(=O)NCCCN2CCCC2)c2ccccc21	-15%	1%	-13%	.	-5%	-3%	-5%	2%
C/C(=N\NC(=O)C1CC1c1ccccc1)c1ccc(C)s1 (stereo not given)	0%	.	-13%	-3%	10%	-5%	i	.
CC(C)CC(COCc1cccc(C(F)(F)F)c1)N1CCN(C(=O)c2cccc(C(F)(F)F)c2)CCC1=O (stereo not given)	-4%	0%	?	4%	14%	?	-4%	-18%
CC(CCc1ccccc1)NC(=O)c1cccnc1 (stereo not given)	6%	1%	-2%	-13%[11.4 µM]	-4%	?	i	9%
O=C(CCCOc1ccccc1)OCn1nnc2ccccc2c1=O	-1%	6%	-8%	.	-3%	.	-5%	20%
O=S(=O)(c1cccc(NC(=S)N2CCN(c3ccccc3F)CC2)c1)C(F)F	12%	-2%	-9%	3%	-3%	?	-8%	-14%
Cn1c(=O)c2c(ncn2Cc2ccccc2)n(C)c1=O	-3%	1%	-4%	13%	3%	-12%	-4%	-38%[inhibitor]
CN1CCN(CCCCOc2ccccc2C=O)CC1	-1%	0%	12%	7%	22µM*	.	i	-7%
Cc1nc2ccc(NC(=O)c3ccc([N+](=O)[O-])cc3[N+](=O)[O-])cc2s1	0%	-4%	?	-11%	-16%	-4%[46 µM]	-6%	-7%

Laid out differently: results already given
compound: CCCCn1nnc(NC(=O)CCC)n1
  JMJD2E inh: 12%	KinaseGlo FLuc: -1%	Tau ThT inhib: -7%	L3MBTL1 block: .	ALDH1A1 block: 8%	LMNA splice mod: 9%	RECQ1 inh: -5%	SMN2 splice enh: -6%
compound: COCCNc1ncnc2ccc(-c3ccccc3CN(C)C)cc12
  JMJD2E inh: -14%	KinaseGlo FLuc: 0%	Tau ThT inhib: 2%	L3MBTL1 block: .	ALDH1A1 block: 2%	LMNA splice mod: 2%	RECQ1 inh: -18%	SMN2 splice enh: 5%

Later entries:
SMILES	JMJD2E inh	KinaseGlo FLuc	Tau ThT inhib	L3MBTL1 block	ALDH1A1 block	LMNA splice mod	RECQ1 inh	SMN2 splice enh
COC(=O)c1ccc(C)c(NC(=O)CCNC(=O)c2ccc([N+](=O)[O-])cc2)c1	-2%	7%	-5%	2%	14%	-7%	0%	8%
CC(=O)Nc1ccc(-c2csc(NNC(=O)c3ccccc3)n2)cc1	5%	4%	6%	-8%	-4%	.	i	-1%
CC1CCN(Cc2c(O)ccc3c(=O)c(-c4nc5ccccc5s4)c(N)oc23)CC1	?	-5%	-14%	3%	-3%	-9%	1%	20%
O=C(C1CCC(CNc2nc(=S)[nH]c3ccccc23)CC1)N1CCN(c2ccc(F)cc2)CC1 (stereo not given)	2%	0%	-18%	.	14%	?	-3%	.
CCc1sc(N(C(=O)Cc2ccccc2)c2cccc(F)c2)nc1-c1ccc(C)cc1	-1%	-6%	-9%	-7%	-3%	6%	17%	-19%
COc1ccc(CCN(Cc2cc3cc(C)cc(C)c3nc2Cl)C(=O)C2CC2)cc1	?	6%	-14%	?	4%	?	-22%	-36%[inhibitor]
CC(=O)Nc1ccc2[nH]c(C)cc(=O)c2c1	?	-4%	-4%	.	?	4%	-6%	2%
CC(=O)OCC(CCn1cnc2cnc(N)nc21)COC(C)=O	?	-1%	-1%&-3%	.	?	?	-9%&0%	3%
CCCCN(CCCC)Cc1cc2ccccc2c2c1COC2	-9%	-2%	1%	.	-10%	3%	i	-7%
COC(=O)c1cccc(CSc2nnc(-c3ccco3)n2-c2ccccc2)c1	2%	-2%	-7%	.	0%	7%	1%	14%
O=C(COC(=O)/C=C/c1ccc(Cl)cc1Cl)NCCC1=CCCCC1	10%	2%	1%	2%	-4%	-8%	i	10%
Cc1cccc(NC(=O)c2ccc(C(=O)c3ccccc3)o2)c1	6%	-2%	?	-5%	-10%	4%[46 µM]	-2%	16µM*
CCC1(C)Nc2ccccc2C(=O)N1O (stereo not given)	?	3%	-11%	1%	-5%	2%	-8%	16%
CCN(CC)S(=O)(=O)c1ccc(Cl)c(C(=O)Nc2cc(C)nn2-c2ccccc2)c1	-1%	3%	4%	18%	?	?	13%	-18%
COc1ccc(OC)c(C2=Nn3c(nnc3-c3cc(OC)c(OC)c(OC)c3)SC2)c1	-1%	4%	?	-5%	?	?	-14%	2%
COc1cccc(OCCN2CCN(c3ncnc4c3cnn4-c3ccccc3)CC2)c1	?	-1%	?	-12%	?	?	-1%	-64%[inhibitor]
Cc1noc(C)c1COc1ccc(C(=O)OCC(=O)Nc2ccc3c(c2)OCO3)cc1	-17%	-5%	-9%	-7%	6%	8%	-2%	2%
Cc1cc(C)cc(-n2nnnc2SCC(=O)Nc2nc(-c3ccc(F)cc3)cs2)c1	3%	0%	1%	4%	5%	?	-10%	-13%
CCN=C1SC(C(N)=O)CC(=O)N1CC (stereo not given)	6%	12%	-2%	3%	7%	11%	i	-10%
COC(=O)CNc1cccc(C(F)(F)F)c1	8%	3%	-6%	12%	?	?	i	.
Cc1nnc(SCC(=O)Nc2nccs2)s1	6%	5%	-2%	-17%	-2%	9%	1%	-12%
N#CCC(=O)Nn1c(=S)[nH]c2ccccc2c1=O	-21%	2%	-16%	.	9%	.	-2%	-41%[inhibitor]
NC1=NC(=O)C2(COC(c3ccncc3)OC2)S1 (stereo not given)	-2%	-3%	3%	11%	-10%	-8%[9.22 µM]	-1%	0%
OC1(c2ccccc2F)CCN(Cc2nnc(-c3ccccc3)o2)CC1	-3%	-4%	8%	-15%	?	-14%	-1%	6%
CCCn1nc(C(=O)OCC(=O)c2ccc3c(c2)NC(=O)CO3)c2ccccc2c1=O	2%	9%	?	-4%	-15%	-4%	3%	-1%
Cc1ccc2c(Cl)c(C)c(N3CCCC3)nc2n1	-11%	0%	0%	10%	9%	4%	-1%	-10%
